Screening data as filed in PubChem BioAssay.
DAGLB inh – DAGLB lipase inhibitors, primary screen, biochemical, fluorescence, HTS; Diacylglycerol lipase-beta (Homo sapiens), Q8NCG7; HEK293T DAGLB membrane lysate, EnzChek fluorogenic substrate; inhibition, % at 5.17 µM; actives 0.059% (n = 340,000); in the data active = inhibition above about 34%;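 also: 0% = enzyme with vehicle and 100% = wells lacking enzyme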
HTR5A ag ctr – HTR5A agonists in luminescence cell assay, primary screen, counter-screen for OPRM1-OPRD1 heterodimer agonist project, full-deck HTS. 5-hydroxytryptamine receptor 5A (Homo sapiens), P47898. cell-based. activation, % at 9.3 µM. actives 0.61% (n = 340,000). AID 504692, 2011; in the data active = activation mostly above about 9.5%, no sharp cut-off; inactive = mostly below about 7.6%;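 also: 0% = cells with vehicle only and 100% = reference agonist; strong numbers were not always called active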
PKA-R1A activ – activators of PKA-R1A holoenzyme, primary screen, biochemical, fluorescence polarization, Cy5-IP20, bovine R1A, mouse PKAc | cAMP-dependent protein kinase type I-alpha regulatory subunit (Bos taurus) + … | PKA-R1A dissociation; scaled: DMSO 0%, 113 µM cGMP 100% | activation, % at 11.4 µM | actives 0.083% (n = 340,000) | AID 504707, 2011;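 active = percent activation above the mean of all tested compounds plus 3 SD, cut at about 19% in these data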;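 also: higher means more PKAc released from R1A so a rise in polarization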
PKA-R2B activ – activators of PKA-R2B holoenzyme, primary screen, biochemical, fluorescence polarization, Cy5-IP20, human; cAMP-dependent protein kinase catalytic subunit beta (Homo sapiens) + cAMP-dependent …; PKA-R2B holoenzyme dissociation; R2B truncated from residue 108, S112A mutant; 0% DMSO only, 100% 113 µM cGMP; activation, % at 11.4 µM; actives 0.079% (n = 340,000); AID 504700, 2011;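 active = activation above a cutoff set at the mean over all compounds plus 3 SD, cut at about 18% in these data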;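 also: higher means more holoenzyme dissociation and a rise in polarization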
Target sequence (P31323 whole entry, looked up, other chains not shown, the tested form may be a part): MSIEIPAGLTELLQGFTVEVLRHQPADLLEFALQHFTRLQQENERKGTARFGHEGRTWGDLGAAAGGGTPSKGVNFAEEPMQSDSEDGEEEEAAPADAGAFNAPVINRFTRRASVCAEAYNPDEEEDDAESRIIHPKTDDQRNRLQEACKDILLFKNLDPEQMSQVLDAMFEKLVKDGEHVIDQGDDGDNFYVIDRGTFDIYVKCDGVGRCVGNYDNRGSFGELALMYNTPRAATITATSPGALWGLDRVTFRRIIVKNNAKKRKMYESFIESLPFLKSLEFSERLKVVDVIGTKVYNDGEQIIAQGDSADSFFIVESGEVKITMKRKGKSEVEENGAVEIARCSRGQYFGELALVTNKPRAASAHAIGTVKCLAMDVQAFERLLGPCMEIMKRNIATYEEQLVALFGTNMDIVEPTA
HTR5A inv ctr – HTR5A inverse agonists in luminescence cell assay, primary screen, counter-screen for OPRM1-OPRD1 heterodimer inverse agonist project, full-deck HTS. HTR5A cell line, inverse agonism. actives 0.083% (n = 340,000). inhibition, % at 9.3 µM. AID 504634, 2011. 5-hydroxytryptamine receptor 5A (Homo sapiens), P47898; in the data active = inhibition mostly above about 23%, no sharp cut-off; inactive = mostly below about 18%;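 also: 0% = cells with DMSO and 100% = no-cell wells with DMSO; some compounds called inactive have numbers as strong as hits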
CDK5 inh – inhibitors of human CDK5/p35 kinase, primary screen, biochemical, single concentration; inhibition, % at 10 µM; Cyclin-dependent kinase 5 (Homo sapiens) + Cyclin-dependent kinase 5 activator 1 (Homo …; AID 488839, 2010; actives 0.01% (n = 330,000); Recombinant CDK5/p35, ADP-Glo luminescence, 60 min;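 active = highest replicate inhibition of at least 50% and at least 75% of replicates reaching 50%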;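 also: plate controls were DMSO neutral control for no effect and GW8510 at 10 µM for full effect; many of its hits are not listed in these tables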
Target sequence (Q00535 whole entry, looked up): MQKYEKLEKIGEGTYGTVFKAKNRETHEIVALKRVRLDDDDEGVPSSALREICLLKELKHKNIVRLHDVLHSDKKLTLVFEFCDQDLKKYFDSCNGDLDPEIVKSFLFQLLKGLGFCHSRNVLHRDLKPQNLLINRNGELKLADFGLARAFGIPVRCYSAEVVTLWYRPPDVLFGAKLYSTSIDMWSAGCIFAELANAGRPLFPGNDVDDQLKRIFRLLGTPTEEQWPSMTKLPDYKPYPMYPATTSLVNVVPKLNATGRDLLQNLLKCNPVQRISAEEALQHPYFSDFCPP
Target sequence (Q15078 whole entry, looked up): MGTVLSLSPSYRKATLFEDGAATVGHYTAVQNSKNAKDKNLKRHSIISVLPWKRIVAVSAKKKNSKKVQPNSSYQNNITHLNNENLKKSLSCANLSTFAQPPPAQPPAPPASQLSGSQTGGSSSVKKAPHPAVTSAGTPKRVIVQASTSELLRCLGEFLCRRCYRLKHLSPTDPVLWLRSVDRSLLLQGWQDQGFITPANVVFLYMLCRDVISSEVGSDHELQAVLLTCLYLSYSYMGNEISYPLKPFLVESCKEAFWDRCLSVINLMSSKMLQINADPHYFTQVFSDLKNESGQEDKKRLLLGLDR
E coli growth – E. coli V3065 growth inhibition, primary screen, counter-screen for AddAB inhibitor project, absorbance, OD600. AID 449728, 2010. inhibition, % at 11.9 µM. actives 0.27% (n = 330,000). 18 h;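 active = inhibition above the campaign's mean inhibition across all tested compounds plus 3 SD, cut at about 9.9% in these data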;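 also: uninfected addAB+ strain grown without phage in ampicillin broth; 0% = DMSO wells and 100% = ciprofloxacin 0.95 µg/ml wells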
Tat export inh – E. coli Tat export inhibitors, primary screen, MC4100, TorA-mCherry reporter, fluorescence, single point | inhibition, % at 10 µM | actives 0.036% (n = 340,000);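 active = mean replicate inhibition at least 50% and at least half of replicates individually reaching 50%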;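 also: exported cargo escapes ClpAP degradation while cytoplasmic cargo is degraded and loses fluorescence; 0% = median of neutral control wells and 100% = median of NaSCN control wells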
Mot1-301 SUMO – yeast Mot1-301 growth rescue at high temperature, primary screen, SUMOylation pathway inhibitor project, S. cerevisiae, ATP luminescence, 38.5C; growth rescue, % at 18.8 µM; S. cerevisiae Mot1-301 growth rescue; percent above DMSO median, 100 means doubled; actives 1% (n = 320,000);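 active = every valid replicate shows activation above 250% relative to neutral control wells; inactive = the rest, any valid replicate at or below 250%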;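 also: OY570 slx delta 5 strain wells were the positive control but not used for scaling; some compounds called inactive have numbers as strong as hits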
phage Ecoli inh – growth loss of phage-infected E. coli, primary screen, RecBCD inhibitor project, absorbance, with phage, HTS; inhibition, % at 11.9 µM; AID 651602, 2012; actives 0.26% (n = 360,000); in the data active = inhibition above about 11%
AddAB inh – growth inhibition of E. coli expressing H. pylori AddAB, primary screen, AddAB inhibitor project, absorbance. inhibition, % at 11.9 µM. actives 0.29% (n = 330,000); in the data active = inhibition above about 12%;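 also: 0% = vehicle wells of infected cells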
* = called active by the depositor; · = not tested or not shown. Rows are unselected; 2.3% or so of the library scored in one or more.

SMILES	DAGLB inh	HTR5A ag ctr	PKA-R1A activ	PKA-R2B activ	HTR5A inv ctr	CDK5 inh	E coli growth	Tat export inh	Mot1-301 SUMO	phage Ecoli inh	AddAB inh
N#CNC(=Nc1ccccc1)SCc1ccc(C(=O)O)cc1	-2	2	-1	6	-6	-0.8	1.3	1	-20	3.8	2.8
Cc1ccc(NS(=O)(=O)c2ccc(N/N=C/c3ccncc3)c([N+](=O)[O-])c2)c(C)c1	1	-2	-9	-1	-14	-0.9	4.4	-3	-13	0.6	1.9
Cc1ccc(S(=O)(=O)N2CCN(S(=O)(=O)c3ccc(C)cc3)C3OCCOC32)cc1 (stereo unspecified)	-1	0	-9	-3	-8	0.9	-2.4	17	59	0.1	-0.1
Oc1c(CN2CCOCC2)cc(-c2ccccc2)cc1CN1CCOCC1	1	-2	-8	4	1	0.7	-1.2	4	-17	3.5	4.2
Cc1cc(/C=C2\SC(=Nc3ccccc3)NC2=O)c(C)n1-c1ccc(S(N)(=O)=O)cc1	-3	6	-1	-1	-18	0.7	1.2	-15	-3	2.0	3.2
CC(=O)CSc1nc2c(c(=O)[nH]c(=O)n2C)n1CCCc1ccccc1	3	0	5	-6	1	0.5	1.9	0	-13	2.1	1.5
O=C(O)CC(CC(=O)Nc1ccc(-n2ccc(C(F)(F)F)n2)cc1)c1ccccc1 (stereo unspecified)	0	0	-9	-9	-1	-0.3	-0.8	4	-14	3.3	0.8
O=S(=O)(CCC1CCCCN1)c1ccccc1 (stereo unspecified)	0	-1	-15	5	5	-0.3	0.5	3	-31	0.8	-2.2
CC(C)(C)n1ncc2c(=O)n(CC(=O)N3CCCCCC3)cnc21	4	8	6	-4	-19	-1.1	2.9	-6	-9	2.6	2.4
Cc1ccccc1-n1c(=O)n(Cc2ccc(C(=O)O)cc2)c(=O)c2[nH]cnc21	-2	-2	5	9	7	-0.1	-2.0	2	2	4.9	-1.9
CSCCC(NS(=O)(=O)c1ccc(F)cc1)C(=O)NCc1ccc(S(N)(=O)=O)cc1 (stereo unspecified)	1	4	-4	7	11	-2.1	0.2	8	0	3.1	0.7
O=C(Nc1ccc(C(=O)O)cc1)Nc1ccc(F)cc1F	2	0	4	-1	-6	-1.0	0.7	1	-4	5.2	3.6
O=C1COc2ccc(C(=O)COC(=O)CNS(=O)(=O)c3cccc(F)c3)cc2N1	2	-3	-8	-2	-3	0.9	-0.3	6	-9	-1.2	1.0
O=C(NCc1nnc(SCC(=O)N2CCCc3ccccc32)n1-c1ccccc1)c1cccc2ccccc12	2	0	-3	-11	5	-0.6	-1.0	11	5	2.1	1.9
COc1ccc(NC(=O)CSc2nc(C)cs2)cc1OC	-3	0	-2	-3	-27	1.0	0.5	-3	10	1.9	2.8
C#CCOCCOCCOCCNc1nc(N2CCN(C(=O)[C@H](CCC(=O)O)n3cc([C@@H](N)CC(N)=O)nn3)CC2)nc(N2CCN(C(=O)[C@H](CCC(=O)O)n3cc([C@@H](N)CC(N)=O)nn3)CC2)n1	1	2	1	1	-8	1.4	0.5	-2	-4	0.9	2.9
CCN(c1ccccc1C(=O)O)S(=O)(=O)c1ccc2[nH]c(=O)[nH]c2c1	0	1	-2	11	-4	-0.7	·	6	6	-1.6	·
CCCn1c(N)c(C(=O)CSc2nc(C3CC3)n(-c3ccccc3)n2)c(=O)[nH]c1=O	-1	-1	-10	0	6	0.4	1.2	1	-3	-0.2	0.2
O=C(Oc1cccc(-n2cnnn2)c1)C1CCCCC1	-1	0	2	3	1	0.5	0.5	-8	-1	0.6	1.8
CC(C)(C)OC(=O)C[C@@H]1C/C=C\C[C@H](CC(=O)NCCO)C(=O)N[C@H](Cc2ccccc2)COC1=O	1	4	4	6	-11	-0.1	-0.9	4	-3	-0.3	-1.2
CC1CCN(C(=O)CSc2nncn2-c2ccccn2)CC1	-1	-5	-6	5	13	-2.8	2.9	-1	1	0.9	3.4
O=C(CSc1nc2ccccc2o1)Nc1nc2ccccc2s1	-3	6	-1	-10	-25	-0.3	-1.4	0	5	0.2	-1.6
COCCn1c(SCC(=O)NCC2CCCO2)nc2c([nH]c3ccccc32)c1=O (stereo unspecified)	1	-3	8	5	8	-5.0	0.8	-6	-11	-1.1	2.8
COc1cc(Cl)c(CC(=O)c2c[nH]c3ccccc23)cc1OC	-1	2	3	-1	-9	-1.0	-0.7	-7	218	3.8	-0.7
Cc1ccc(CN2CCSc3ccc(C(=O)NCc4ccco4)cc32)cc1	0	0	3	-3	0	-1.2	-1.1	-2	6	3.9	-1.3
O=C(CSc1n[nH]c(-c2ccccc2Br)n1)NCCN1C(=O)CSC1=O	-1	1	-8	-5	-3	0.6	1.6	-1	45	3.1	3.7
COC(=O)C1=C(CS(=O)(=O)c2cc(OC)ccc2OC)NC(=O)NC1c1ccc(O)c(OC)c1 (stereo unspecified)	1	2	-7	3	-13	1.0	1.7	3	-2	-0.2	0.3
COc1cc(SC)ccc1C(=O)N1CCN(c2ccccc2OC)CC1	-1	8	-3	-6	-21	0.2	3.0	-12	484	4.0	3.2
Cc1cccc(-c2noc(CNC(=O)c3ccco3)n2)c1	1	2	-2	-4	-1	0.9	4.9	-17	92	3.2	5.9
COc1ccc(NC(=S)Nc2cccc(C(C)=O)c2)cc1OC	0	0	-8	-14	-1	-1.2	1.1	-3	-10	2.4	3.3
CC(C)(C)C(=O)NC(=S)Nc1ccccc1C(=O)NC1CCCCC1	-2	0	-3	-1	14	-0.7	1.1	3	7	-0.4	2.6
Fc1ccc(-n2ncc3c(SCc4cccnc4)ncnc32)cc1	-6	3	-11	-4	9	0.3	-4.7	-1	112	0.5	1.0
O=C(NCc1ccc(Cl)cc1)c1ccc(Cn2cc(C(F)(F)F)ccc2=O)cc1	-4	0	-6	1	1	-0.5	0.4	0	487	2.3	0.3
CC(C)CNC(=S)N1CCC(NC(=O)c2ccco2)CC1	1	3	15	6	-8	2.4	0.2	0	·	-1.1	1.5
CCOc1cc(C#N)c(NC(=O)c2ccco2)cc1OCC	-3	-2	-5	-5	-12	-0.3	-2.1	-8	-7	1.1	1.0
CC1CN(C2CCCCC2)C(=O)NC1=O (stereo unspecified)	-1	-5	0	-2	17	0.6	·	-2	·	2.7	·
CS(=O)(=O)N1N=C(c2ccco2)CC1c1ccccc1Cl (stereo unspecified)	0	0	7	-3	-2	2.6	1.6	0	-14	3.0	0.8
COc1ccc(CCNS(=O)(=O)CCNC(=O)c2ccc(OC)cc2)cc1	0	-6	1	4	19	-0.7	1.1	-4	1	1.5	-1.5
OC(CN1CCN(c2ccccc2Cl)CC1)c1ccccc1 (stereo unspecified)	-12	0	6	8	-1	-0.4	-2.7	0	50	-2.1	3.6
Cc1ccc(S(=O)(=O)N(C)Cc2cc3ccccc3[nH]c2=O)cc1	0	-2	6	0	14	-1.3	0.0	1	-4	3.0	-0.2
O=C(CSc1nc2ccccc2s1)NCCOc1ccccc1	-3	2	-2	-6	-2	-2.4	0.1	7	2	3.4	-0.2
Cc1ccc(C2C(C(=O)c3sc(-c4ccccc4)nc3C)=C(O)C(=O)N2CCN(C)C)o1 (stereo unspecified)	-3	-1	-4	-4	17	-2.4	·	5	·	0.9	·
Cc1cccc(NC(=O)c2c(F)c(F)c(F)c(F)c2F)c1	-4	-2	-11	-14	-22	0.0	-2.0	2	-12	-0.9	1.4
CCOC(=O)C1(Cc2ccccc2C)CCCN(C(=O)CSC)C1 (stereo unspecified)	-1	-1	-2	1	4	1.9	-1.8	-5	13	2.9	-0.9
CC(C)(C)c1ccc(OCCn2nc(C(=O)O)c3ccccc3c2=O)cc1	-3	11	-12	-10	-19	-3.2	-0.2	11	0	0.5	2.4
Cn1cccc1C1CCCN1CC(=O)Nc1c(Cl)cc(Cl)cc1Cl (stereo unspecified)	-2	-1	0	-1	6	0.8	2.1	7	48	2.9	-1.6
Cc1ccc(C)c(S(=O)(=O)c2c(C)cc(C)nc2Cl)c1	-3	-4	-12	-3	15	-1.2	-4.0	3	3	1.7	-1.4
C[C@H](NC(=O)[C@@H]1CCC(=O)N1Cc1ccco1)c1ccccc1	-1	-2	-10	-10	7	-2.4	-0.5	0	-5	4.6	-0.5
COc1ccc(CNCCC(c2ccc(OC)cc2)c2ccccc2OC)cc1 (stereo unspecified)	-2	4	-3	-2	-15	-1.3	4.7	-4	33	3.1	2.4
COc1ccc(Nc2ncnc3sc(-c4ccccc4)cc23)c(OC)c1	-9	7	-7	-13	-16	1.3	1.0	7	25	1.5	0.3
CCCOc1ccc(/C=N/Nc2ccccc2[N+](=O)[O-])c(O)c1	8	4	-6	3	-4	-1.6	-0.5	-5	-32	2.7	3.4
CC1(C)Cc2c(sc3c2c(=N)n(Cc2ccco2)c(=O)n3Cc2ccc(F)cc2)CO1	-4	3	-7	-1	5	-1.9	2.6	4	-7	0.7	3.9
CSc1ccc(CN(C)C(=O)c2ccc(S(=O)(=O)Nc3ccccc3)cc2)cc1	3	8	1	-3	-7	1.6	-0.1	29	9	0.2	1.4
CCCn1nc(NC(=O)CC)c2cc3cccc(C)c3nc21	-5	8	-10	-2	-29	-0.6	-2.3	-9	-2	1.2	-1.1
CC1CN(Cc2cc(=O)oc3cc(O)c(Cl)cc23)CC(C)O1 (stereo unspecified)	-1	-4	8	-8	17	-0.4	1.0	-2	-8	1.5	4.3
COC(=O)c1cc(NC(=O)CN2CCC(C(N)=O)(N3CCCCC3)CC2)cc(C(=O)OC)c1	1	-5	-12	-10	14	-4.5	-1.2	-1	-6	2.2	1.1
NC(Cc1c[nH]c2ccccc12)C(=O)Nc1ccccc1 (stereo unspecified)	0	-1	-1	-4	28	2.1	-1.2	2	-5	3.2	0.3
CCOc1ccc(S(=O)(=O)N(CC(=O)N/N=C/c2ccc(-c3ccc([N+](=O)[O-])cc3)o2)c2ccccc2)cc1	4	-2	5	-4	3	2.1	-1.2	-4	-4	-2.1	0.6
